Assay outcomes: PubChem, National Center for Advancing Translational Sciences (NCATS)
Tau FP inhib: blocks human tau fibril formation measured by polarization; K18 P301L tau heparin fibrillization, Alexa594 FP, 6 h; P10636; Potency, µM (highest dose often 57.7 µM), for the others: top-dose activity, negative = inhibition, hits mostly inhibitors; 280,000 tested, 0.39% active; note: nearly all actives have a fitted effect of over 55% in size
Target sequence (P10636 561-689 P618L limits assumed): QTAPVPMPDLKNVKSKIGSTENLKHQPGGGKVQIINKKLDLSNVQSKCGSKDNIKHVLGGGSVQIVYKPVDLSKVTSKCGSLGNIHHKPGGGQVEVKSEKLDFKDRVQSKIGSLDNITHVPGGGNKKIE
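Human K18 P301L fragment (15 uM unlabeled plus 0.24 uM Alexa 594-labeled) in 100 mM sodium acetate pH 7 with compound, aggregation induced by 20 uM heparin for 6 hr at 37 C. ThT (30 uM) added for 1 hr, then Alexa 594 FP read.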
KDM4E inh: inhibitors of human JMJD2E histone demethylase; 230,000 tested, 1.6% active; JMJD2E catalytic domain, FDH-coupled NADH fluorescence (FDH is formaldehyde dehydrogenase); Potency, µM (top dose mostly 57.1 µM), inactives show at the top dose activity change, negative = inhibition, most hits filed as inhibitors; B2RXH2; active = well fitted inhibition curve with a large enough effect, not every such curve was filed as active; inconclusive = small, poorly fitted or top-dose-only effect, or another doubt; inactive = no such curve, though single readings can be large or run the other way;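 note: 0% = wells with enzyme and -100% = buffer wells without enzyme; nearly all actives have a fitted effect of over 50% in size; many of its hits are not listed in these tables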
Target sequence (B2RXH2 1-337 limits assumed): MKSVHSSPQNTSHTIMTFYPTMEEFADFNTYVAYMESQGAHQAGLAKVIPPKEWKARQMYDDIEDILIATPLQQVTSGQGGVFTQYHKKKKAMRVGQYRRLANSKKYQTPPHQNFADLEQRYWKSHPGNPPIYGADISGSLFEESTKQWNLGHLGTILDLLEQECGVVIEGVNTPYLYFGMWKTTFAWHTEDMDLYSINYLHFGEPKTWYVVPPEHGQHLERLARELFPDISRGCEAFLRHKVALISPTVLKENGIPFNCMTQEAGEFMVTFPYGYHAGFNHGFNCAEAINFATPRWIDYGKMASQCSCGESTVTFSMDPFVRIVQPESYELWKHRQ
TR SRC2 fluor cs: Texas Red fluorescence interference in TRb-SRC2 counter-screen | TRb/SRC2 Texas Red total fluorescence interference | Potency, µM (series often up to 106 µM), for inactives: at the highest dose fluorescence change, negative = quenching | 280,000 tested, 0.29% active; active = well fitted curve in either direction with a large enough effect; inconclusive = small, poorly fitted or top-dose-only effect
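Human TRb ligand-binding domain at 0.6 uM with 20 nM Texas Red SRC2 peptide in Tris buffer containing 1 uM T3 and 5% DMSO, incubated with compound 5 h at ambient temperature. Total fluorescence (555/632 nm) calculated as parallel + 2 × perpendicular.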
RECQ1 inh: inhibitors of human RECQ1 DNA helicase; P46063; RECQ1 DNA unwinding, red fluorescence kinetic read; Potency, µM (doses to about 57.3 µM), without a hit: at the top dose activity, negative = inhibition, actives largely listed as inhibitors; 240,000 tested, 0.54% active; AID 2549;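 note: plate controls were vehicle for no effect and no enzyme for full effect; nearly all actives have a fitted effect of over 30% in size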
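50 nM RECQ1T1 preincubated 15 min with compound in Tris pH 8.0 buffer with MgCl2, DTT, Tween-20 and 2.5 ug/ml poly(dI-dC); started with 200 nM TAMRA/BHQ-2 forked duplex and 2 mM ATP. Unwinding read as fluorescence (525/598 nm), two reads 2 h apart.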
L3MBTL1 inh: inhibitors of human L3MBTL1. AlphaScreen L3MBTL1–H3K9me1 peptide binding. 230,000 tested, 0.66% active. Q9Y468. Potency, µM (highest dose often 57.1 µM), for the others: at the top dose activity, negative = inhibition, most hits filed as inhibitors. AID 485360; note: nearly all actives have a fitted effect of over 60% in size
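Read-out is AlphaScreen signal from streptavidin donor and nickel chelate acceptor beads (10 ug/mL final each) bridging L3MBTL1 (50 nM) and biotinylated K9-monomethylated H3(1-15) peptide (75 nM), after 30 min compound exposure at room temperature.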
Tau fibril ThT: inhibitors of human tau fibril formation, thioflavin T binding. P10636. recombinant tau K18 P301L (four-repeat tau fragment), heparin-induced fibrillization, ThT fluorescence. Potency, µM (titrated, usually from 57.4 µM), for inactives: at the highest dose activity, negative = inhibition, actives largely listed as inhibitors. 270,000 tested, 2.1% active; note: nearly all actives have a fitted effect of over 55% in size
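Heparin-induced fibrillization of the P301L-mutant K18 repeat-domain fragment of human tau was followed by ThT binding in quantitative high-throughput format.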
TRb-SRC2 inh: disrupts binding of human TR beta to SRC2. P10828. TRbeta-SRC2 peptide binding, fluorescence polarization; receptor liganded with 1 µM T3. Potency, µM (series often up to 106 µM), without a hit: top-dose activity change, negative = inhibition, most hits filed as inhibitors. 280,000 tested, 0.065% active;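 note: plate controls were bound peptide for no effect and peptide without receptor for full effect; nearly all actives have a fitted effect of over 50% in size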
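A fluorescence polarization screen tested compounds at multiple concentrations against complex formation between 0.6 uM TRb ligand-binding domain and 20 nM Texas Red SRC2 peptide, with 1 uM T3 present; readout after 5 hr.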
RGS12 GoLoco inh: inhibitors of human Gai1-RGS12 GoLoco interaction (red fluorophore) | AID 880 | Gai1:RGS12 GoLoco peptide FP, rhodamine, 10 min | P63096 | Potency, µM (highest dose often 61.6 µM), inactives show at the top dose activity, negative = inhibition, usual class: inhibitors | 230,000 tested, 0.44% active; active = well fitted inhibition curve with a large enough effect, not every such curve was filed as active; inactive = no such curve, though single readings can be large or run the other way; note: nearly all actives have a fitted effect of over 30% in size; many of its hits are not listed in these tables
Target sequence (P63096 whole entry, looked up): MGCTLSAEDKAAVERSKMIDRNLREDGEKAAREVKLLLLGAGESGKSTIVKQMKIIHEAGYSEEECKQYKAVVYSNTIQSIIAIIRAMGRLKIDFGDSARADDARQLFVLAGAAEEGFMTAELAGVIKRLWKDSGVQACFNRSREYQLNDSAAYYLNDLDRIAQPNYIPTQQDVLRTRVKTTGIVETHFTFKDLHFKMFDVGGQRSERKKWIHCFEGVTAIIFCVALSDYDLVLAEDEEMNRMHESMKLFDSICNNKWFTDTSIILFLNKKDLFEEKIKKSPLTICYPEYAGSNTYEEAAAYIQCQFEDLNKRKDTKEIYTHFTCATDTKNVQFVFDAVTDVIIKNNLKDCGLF
Numbers without * were called inactive; i = inactive; ? = inconclusive; nt = not tested or not shown; [ ] = remark or other dose. Unless noted, calls come from the whole dose curve; as a rule, active = well fitted curve in the direction sought with a large enough effect; inconclusive = small, poorly fitted or top-dose-only effect, or another doubt; inactive = no such curve, though single readings can be large; an effect the other way counts as inactive or inconclusive. Unless noted, % is set by controls: 0 for no effect and ±100 for the full control effect; potency is the fitted concentration of half-maximal effect. These rows are one share of the data; count on the stated rates, not on these rows.

The line under a structure holds: Tau FP inhib | KDM4E inh | TR SRC2 fluor cs | RECQ1 inh | L3MBTL1 inh | Tau fibril ThT | TRb-SRC2 inh | RGS12 GoLoco inh
CC(=O)N/N=C(\C)CC(=O)Nc1cccc2c1CCCC2
 : -3.4% | 22.8% | -2.7% | i | -0.8% | -1.6% | 2.0% | 14.2%
CCN(CC)c1nc2c(s1)C(=O)CC(C)(C)C2
 : -4.9% | -0.2% | -0.9% | -5.7% | nt | -15.5% | 5.9% | -4.7%
Cc1ccc(-n2ncc3c(Nc4c(C)n(C)n(-c5ccccc5)c4=O)ncnc32)c(C)c1
 : -3.8% | 2.4% | 0.5% | 1.0% | 2.7% | -7.6% | -1.5% | 1.2%
CN(C1CCCCC1)S(=O)(=O)c1ccc2c(c1)c(=O)c(C(=O)N1CCN(c3ccccc3)CC1)cn2C
 : 0.2% | nt | 0.6% | nt | nt | 3.6% | -1.9% | nt
COc1ccc(S(=O)(=O)NCC(c2cccs2)S(=O)(=O)c2ccccc2)cc1OC (stereo unspecified)
 : -8.4% | nt | 0.0% | nt | nt | -4.3% | -6.6% | nt
Cc1ccc(S(=O)(=O)N2CCC(=O)N(CCOCc3cccc(Cl)c3)CC2)cc1
 : -3.2% | -1.9% | 0.2% | 1.0% | 10.7% | -14.4% | -0.2% | -4.3%
CC[N+]1(C)C2CCC1CC(OC(=O)[C@H]1CCC(C(=O)OC3CC4CCC(C3)[N+]4(C)CC)(c3ccccc3)c3ccccc31)C2 (stereo partly specified)
 : -0.5% | nt | -0.9% | 0.8% | nt | 9.8% | -8.9% | 24.5%
COc1cccc(C2=CC(c3ccc(OC)c(OC)c3OC)n3ncnc3N2)c1 (stereo unspecified)
 : 6.2% | nt | ? | nt | nt | -5.8% | -25.9% | nt
Cc1ccccc1CSc1cn(CC(=O)N2CCCCC2)c2ccccc12
 : -5.4% | nt | -0.4% | nt | nt | ? | -0.3% | nt
CN1CCN(C(=S)c2ccc(-c3cccc(Cl)c3Cl)o2)CC1
 : 1.7% | -0.5% | -0.2% | -2.9% | ? | 14.1µM* | -2.9% | 7.2%
N/C(=N\OC(=O)c1cc(Cl)ccc1Cl)c1ccncc1
 : 4.3% | 4.1% | 0.3% | 14.6% | 6.5% | -1.4% | 5.7% | 38.2%[activator]
CN1CCN(NC(=O)CN2C(=O)/C(=C/c3c(Cl)cccc3Cl)SC2=S)CC1
 : -6.3% | 0.2% | 5.8% | -9.9% | -10.0% | ? | 10.0% | 174.9%[activator]
COCCCn1c(=N)c(C(=O)NCc2ccc3c(c2)OCO3)cc2c(=O)n3ccccc3nc21
 : -1.8% | ? | 0.9% | -16.5% | -5.6% | -5.8% | 0.6% | 16.2%
Cc1c(C(=O)O)c2cc(O)ccc2n1-c1ccccc1
 : 9.7% | 1.1% | -1.4% | -6.0% | nt | -9.6% | 3.2% | 2.3%
Cc1c(Nc2nc(C(F)(F)F)nc3ccccc23)c(=O)n(-c2ccccc2)n1C
 : -3.2% | -2.5% | -0.1% | i | -24.5% | 7.3% | 4.9% | 4.8%
COCCN1C(=O)N[C@@H](c2ccccc2)[C@H](C(C)=O)[C@H]1C
 : 9.1%[11.6 µM] | -7.2%[11.4 µM] | -6.2%[11.2 µM] | -4.7%[11.5 µM] | nt | 9.0%[11.5 µM] | 4.8%[11.2 µM] | 2.2%[14.2 µM]
COCC(=O)Nc1nnc(-c2cccs2)s1
 : -1.5% | ? | -5.1% | i | nt | -2.5% | -5.0% | -3.2%
CCOC(=O)N1CCN(Cc2nc(N)nc(Nc3ccc(OCC)cc3)n2)CC1
 : 6.8% | 1.0% | -0.4% | -16.3% | -6.0% | -9.7% | -5.9% | 5.7%
O=C(COc1ccc2oc3c(c2c1)CCCC3)Nc1ccccn1
 : -11.8% | 1.5% | -3.6% | -1.7% | ? | ? | -17.7% | 4.8%
O=C1OC(c2ccc(F)cc2)=N/C1=C\c1ccc(Br)o1
 : 2.7% | -4.9% | -0.8% | -18.0% | -23.7% | -14.7% | -3.5% | 16.8%
Fc1ccc(NCc2cn3ccccc3n2)cc1
 : 10.1% | 4.0% | 2.6% | -5.6% | ? | 13.2% | 4.4% | 0.0%
Cc1ccc(N2C(=O)CSC23C(=O)N(CC(=O)Nc2ccccc2F)c2ccccc23)cc1C (stereo unspecified)
 : -14.2% | nt | -2.8% | nt | nt | 0.2% | 1.7% | nt
CCOC(=O)C1(Cc2ccccc2C(F)(F)F)CCN(C2CCC2)CC1
 : 2.4% | 0.3% | 2.7%[53 µM] | -7.0% | -5.8% | 0.6% | 7.7%[53 µM] | -10.2%
N#Cc1ccccc1Cn1c(=O)n(Cc2ccc(C(=O)NCc3ccco3)cc2)c(=O)c2ccccc21
 : 1.3% | -0.1% | 0.8% | -2.8% | 9.9% | -1.1% | 7.6% | 0.1%
Clc1ccccc1CN1CCN(/N=C/C=C/c2ccco2)CC1
 : 3.0% | ? | -0.8% | -4.4% | ? | ? | -6.5% | 10.3%
CCOC(=O)c1nc(C)nc(Sc2n[nH]c(-c3ccc(C(C)(C)C)cc3)n2)c1C
 : -7.2% | -3.1% | -0.2% | -5.0% | 1.1% | -8.8% | 3.3% | 8.5%
c1ccc(-n2nnnc2Cc2nnnn2-c2ccccc2)cc1
 : 5.8% | 7.7% | -0.4% | -6.8% | 8.4% | -1.9% | 3.2% | 0.0%
COc1ccc(NC(=O)CSc2nnc(C3CC3)n2-c2ccccc2)cc1
 : 0.4% | 4.0% | -0.1% | -2.7% | -1.6% | -10.5% | 12.1% | -1.6%
Nc1nc(Nc2cccc(C(F)(F)F)c2)nc(C(F)(F)F)n1
 : ? | -0.8% | 2.6% | 11.2% | 4.4% | -5.6% | 2.2% | 4.8%
Cc1ccc(C(=O)Nc2nnc(CC(=O)N/N=C/c3ccncc3)s2)cc1
 : 6.7% | -29.1% | -2.2% | -1.0% | ? | ? | -2.2% | 13.0%
S=C(NC1CCCCC1)N1CCOCCOCCN(C(=S)NC2CCCCC2)CCOCCOCC1
 : 13.7% | ? | -7.2% | -3.0% | nt | ? | 4.9% | 2.7%
Cc1ccc(S(=O)(=O)CCC(=O)O)cc1C
 : -0.8% | 1.8% | 0.2% | -5.3% | 0.3% | -3.3% | -2.4% | -4.3%
Cc1cc(C(=O)N/N=C/C=C/c2cccc([N+](=O)[O-])c2)n[nH]1
 : 1.7% | 0.4% | -4.9% | -4.2% | -6.0% | ? | 10.4% | 2.5%
Cc1ccccc1OCc1nc2ccccc2c(=O)n1/N=C/c1cn[nH]c1-c1ccc(Br)cc1
 : 10.5% | -2.3% | -3.4% | -1.7% | -16.8% | -3.5% | -3.1% | 15.0%
CCN1C(=O)[C@H]2[C@H]3[C@H](O)[C@H](O)C/C(=N/O[C@@H]4O[C@@H](COC(C)=O)[C@@H](OC(C)=O)[C@@H](OC(C)=O)[C@H]4OC(C)=O)[C@H]3CC[C@@H]2C1=O
 : -11.6%[11.6 µM] | nt | -2.6%[11.2 µM] | 17.1%[11.5 µM] | nt | -0.3%[11.5 µM] | 0.5%[11.2 µM] | nt
Cc1ccc2cc(CN(CCN3CCCC3)C(=O)Nc3ccc(F)cc3)c(=O)[nH]c2c1C
 : -4.2% | -27.4% | 0.0% | -6.8% | nt | -9.2% | -0.6% | 12.7%
CC(Oc1ccccc1)C(=O)Nc1ccc(S(=O)(=O)N2CCOCC2)cc1 (stereo unspecified)
 : 2.8% | -1.5% | -1.0% | -3.9% | 6.7% | -10.1% | 5.1% | -7.5%
Cc1nn(-c2ccc(C(=O)O)cc2)c(C)c1Oc1ccccc1O
 : -1.0% | -4.2% | -1.1% | -11.6% | nt | -3.8% | -9.3% | 2.1%
CC1=CN2C(=N)/C(=C/c3ccco3)C(=O)N=C2S1
 : 5.5% | -5.4% | 0.1% | -25.8% | -8.0% | ? | 12.2% | 9.3%
CC(=O)OC1CC(O)C(C)(C)C2CC(OC(C)=O)[C@]3(C)C(CC[C@@]4(C)C(c5ccoc5)OC(=O)C5OC534)[C@]12C (stereo partly specified)
 : -14.1% | 0.2% | -1.2% | 1.3% | nt | ? | -1.2% | -1.2%
CCOC(=O)CCc1c(C)nc(SCCCn2c(=O)[nH]c3ccccc32)c(C#N)c1C
 : 4.2% | -10.4% | 2.8% | -17.2% | -9.0% | -13.3% | -6.7% | -21.9%
O=C(NCCCn1ccnc1)c1ccc2c(c1)OCCO2
 : 3.5% | 3.7% | -0.7% | i | 2.0% | 11.1% | -2.5% | 4.2%
CC1CCN(S(=O)(=O)c2ccc(C(=O)Nc3ccccc3-c3nc4ccccc4[nH]3)cc2)CC1
 : 28.2µM* | ? | -1.3% | -10.5% | 10.4% | 17.8% | -3.8% | -1.4%
O=C1N=C(N2CCOCC2)CS1
 : 1.1% | -0.8% | 4.1% | -3.4% | 7.6% | -7.7% | -2.9% | 5.0%
COc1cc(CC(=O)Nc2ccc3nc(SC)sc3c2)cc(OC)c1OC
 : -8.4% | -4.0% | 1.0% | i | nt | -17.8% | 2.4% | -0.3%
O=C(Cn1c(=O)n(Cc2ccccc2)c(=O)c2oc3ccccc3c21)Nc1ccc(Cl)cc1
 : ? | nt | 0.1% | nt | nt | ? | 6.2% | nt
Cc1cccc(NC(=O)N(Cc2cc3cc(C)ccc3[nH]c2=O)CC2COCCO2)c1 (stereo unspecified)
 : -11.7% | -0.4% | -0.1% | i | 34.9%[activator] | 12.9% | -5.1% | 23.5%
CN(C)/C=C/C(=O)c1cnc2sccn2c1=O
 : -7.0% | -8.5% | -9.1% | -15.9% | -16.2% | ? | 2.8% | 15.3%
Cc1cccc(-n2ncc3c(N4CCC(C)CC4)ncnc32)c1
 : 2.8% | -10.8% | 0.2% | -3.8% | nt | ? | -1.6% | 10.3%
CCC1C(=O)CC(c2ccco2)NC1c1ccco1 (stereo unspecified)
 : 1.7% | 3.8% | -1.7% | i | 6.4% | -6.9% | -2.2% | 1.3%
O=S(=O)(c1ccc2c(c1)OCCO2)N1CCN(c2ncnc3sccc23)CC1
 : 7.7% | 3.7% | -2.7% | i | -2.5% | -4.7% | -5.5% | 7.9%
O=C(CNS(=O)(=O)c1cccs1)Nc1ccc2c(c1)OCCO2
 : -9.7% | -0.4% | -13.8% | 12.4% | 36.0%[activator] | -7.0% | -6.5% | -2.9%
